# N370S GC = qHTS Assay for Inhibitors and Activators of N370S glucocerebrosidase as a Potential Chaperone Treatment of Gaucher Disease | Lysosomal acid glucosylceramidase (Homo sapiens), P04062 | N370S GC spleen homogenate, 4MU-glucoside fluorescence | Potency, µM (highest dose often 59.4 µM), without a hit: at the highest dose activity change, negative = inhibition, actives largely listed as inhibitors | hit rate 0.092% among 330,000 | AID 2101, 2009;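 also: 0% = full enzyme activity and -100% = no enzyme basal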
# FEN1 inhibitor = qHTS Assay for the Inhibitors of Human Flap endonuclease 1 (FEN1); hit rate 0.35% among 390,000; P39748; Recombinant FEN1 flap cleavage, fluorescence, 15 min; AID 588795, 2011; Potency, µM (titrated, usually from 114 µM), without a hit: top-dose activity change, negative = inhibition, usual class: inhibitors; also: nearly all actives have a fitted effect of over 65% in size
# Target sequence (P39748 whole entry, looked up): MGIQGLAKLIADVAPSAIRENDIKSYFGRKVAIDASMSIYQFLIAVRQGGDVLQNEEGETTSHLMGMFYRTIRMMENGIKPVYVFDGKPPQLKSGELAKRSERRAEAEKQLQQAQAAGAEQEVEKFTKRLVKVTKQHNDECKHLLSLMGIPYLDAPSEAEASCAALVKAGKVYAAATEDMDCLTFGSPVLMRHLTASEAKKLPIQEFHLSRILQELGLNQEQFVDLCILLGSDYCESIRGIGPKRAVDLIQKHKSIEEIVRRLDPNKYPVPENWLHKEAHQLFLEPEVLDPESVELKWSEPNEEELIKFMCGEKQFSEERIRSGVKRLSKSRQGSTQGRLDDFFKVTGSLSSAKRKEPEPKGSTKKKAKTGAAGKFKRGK
#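 Nuclease activity of 10 nM FEN1 was measured after 15 min of room-temperature exposure to titrated compounds, by adding 50 nM flap substrate and reading plates at 0 and 15 min.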
# DT40 TDP1 CPT = qHTS for Inhibitors of human tyrosyl-DNA phosphodiesterase 1 (TDP1): qHTS in cells in presence of CPT. Potency, µM (top dose mostly 46.2 µM), inactives show top-dose activity change, negative = growth inhibition, most hits filed as inhibitors. chicken DT40 Tdp1-/-;hTDP1 cells + 20 nM CPT, ATP luminescence, 48 h. hit rate 12% among 420,000; also: nearly all actives have a fitted effect of over 55% in size
#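 Chicken DT40 Tdp1-/- cells complemented with human TDP1, 400 cells/well, exposed to compounds plus 20 nM camptothecin for at least 48 h at 37 C; viability read as ATP content by CellTiter-Glo luminescence.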
# Numbers without * were called inactive; ? = inconclusive; nt = no result given; & = joins results of further samples. Calls follow the shape of the dose curve; as a rule, active = well fitted curve in the direction sought with a large enough effect; inconclusive = small, poorly fitted or top-dose-only effect, or another doubt; inactive = no such curve, though single readings can be large; an effect the other way counts as inactive or inconclusive. Unless noted, % is scaled to controls: 0 for no effect and ±100 for the full control effect; potency is read from the fitted curve at half-maximal effect.
SMILES,N370S GC,FEN1 inhibitor,DT40 TDP1 CPT
O=c1[nH]cnc2c([N+](=O)[O-])cccc12,2%,-4%,-18%
Cc1cc(F)ccc1S(=O)(=O)N1CCCOC1CNC(=O)C(=O)NCc1ccncc1 (configuration not stated),1%,3%,0%
CN(C(=O)c1cccc(NC(=O)Cc2ccc(NC(=O)C3CCN(S(=O)(=O)c4cccc([N+](=O)[O-])c4)CC3)cc2)c1)C1CCC1,nt,-9%,?
CCOC(=O)CSc1cc(C)c(C#N)c2nc3ccccc3n12,1%,-6%,?
CSc1nc(SCC(=O)NCc2ccco2)c2c3c(sc2n1)COC(C)(C)C3,14%,10%,13µM*
COc1ccc(-c2csc3ncnc(Nc4cc(OC)cc(OC)c4)c23)cc1,nt,4%,?
COc1ccc2[nH]c3c4c(ccc3c2c1)C(=O)C=CC4=O,8%,-7%,0.23µM*
CN(C)CCNC(=O)C(=O)NCC1OCCN1S(=O)(=O)c1ccc2c(c1)OCCO2 (configuration not stated),-3%,18%,3%

SMILES,N370S GC,FEN1 inhibitor,DT40 TDP1 CPT
CCOCc1ccccc1Nc1ncnc2onc(-c3ccc(Cl)cc3)c12,nt,-4%,0%
O=C(c1cnn2c(-c3ccccc3)cc(-c3ccccc3)nc12)N1CCN(Cc2ccccc2)CC1,nt,-17%,?
O=C(Nc1cc(Cl)ccc1-n1cncn1)c1ccc(Br)o1,6%,-2%,-11%
COc1ccc(CC(N)C(=O)NC2C(O)[C@H](n3cnc4c(N(C)C)ncnc43)O[C@@H]2CO)cc1 (some centres not stated),2%,nt,18µM*
CN(C)CCNC(=O)COc1cccc2c1OC(C)(C)C2,-21%,9%,3%
CCn1cc(/C=N\NC(=O)c2csc3ccccc23)c(C)n1,-5%,3%,-3%
CCOc1ccc(CC(=O)OCn2nnc3ccccc3c2=O)cc1,12%,1%,-21%
CS(=O)(=O)NNC(=O)c1sccc1OCc1ncc(C(F)(F)F)cc1Cl,-2%,-5%,-13%

SMILES,N370S GC,FEN1 inhibitor,DT40 TDP1 CPT
CN(C)c1nc(OCCNC(=O)Nc2ccc(Cl)cc2)nc(N(C)C)n1,-4%,-4%,-17%
c1csc(-n2nc3ccccc3n2)c1,-1%,10%,6%
Cc1cc(N=Cc2c(O)n(-c3cccc(C(F)(F)F)c3)c(=O)c3ccccc23)no1,-25%,-15%,18µM*
CCOC(=O)C1CCC(CN(Cc2ccc(Cl)cc2)S(=O)(=O)c2ccc(F)c(C(=O)Nc3cccc(F)c3)c2)CC1 (configuration not stated),nt,11%,?
C=CCc1cccc(/C=N/NC(=O)CNc2ccccc2OC)c1O,14%,-7%,?
COc1cc(OC)c(N(C)C(=O)c2c(C)oc3ncnc(N4CCCCC4)c23)cc1Cl,nt,-10%,?
Clc1cccc(-c2nc(NCCN3CCOCC3)c3ccccc3n2)c1,-18%,-20%,?
O=C1CC(c2ccc(S(=O)(=O)Nc3cc(C(F)(F)F)cc(C(F)(F)F)c3)cc2)CN1 (configuration not stated),13%,-17%,-16%

SMILES,N370S GC,FEN1 inhibitor,DT40 TDP1 CPT
O=C(CN1C(=O)c2ccccc2S1(=O)=O)Nc1ccc(S(=O)(=O)Nc2ncccn2)cc1,-6%,0%,-10%
O=[N+]([O-])c1ccc(C2CN=C(Nc3ccccc3)S2)cc1 (configuration not stated),-10%,12%,-24%
Cc1cc(NC(=O)CCC(=O)N(Cc2ccco2)C2(C(=O)NC3CCCCC3)CCCCC2)no1,-10%,-4%,?
COc1ccc(-c2nnc(NC(=O)c3ccco3)s2)cc1,-6%,-11%,-1%
CNS(=O)(=O)c1cccc(C(=O)OCC(=O)NC2CCCC(C)C2C)c1 (configuration not stated),nt,-6%,0%
Cc1ccc(S(C)(=O)=NS(=O)(=O)c2cccc3nsnc23)cc1 (configuration not stated),-4%,12%,-11%
Cc1ccc(NC(=O)c2c(C)nc3sc(C(=O)Nc4ccc(F)cc4)c(N)c3c2-c2ccc(Cl)cc2)c(C)c1,nt,-13%,-9%
N#C/C(=C/c1ccc(OCc2ccc(C(=O)O)cc2)cc1)C(=O)Nc1ccccc1,-24%,?,-25%

SMILES,N370S GC,FEN1 inhibitor,DT40 TDP1 CPT
CC(C)(C)c1ccc(-c2cn(-c3ccc(Br)cc3)c3[n+]2CCCS3)cc1,14%,15%,0.16µM*
COC(=O)c1sc(NC(=S)NC(=O)c2cccc(Br)c2)nc1C,5%,3%,0%
Cc1cc(C)c(S(=O)(=O)Nc2ccc(-c3ccc(N4CCCCCC4)nn3)cc2)cc1C,nt,-5%,?
COc1cc(OC)c(OC)cc1NC(=O)CC1COc2ccccc2O1 (configuration not stated),-4%,-5%,?
CC(=O)c1cc(-c2ccccc2)n(CCC(=O)NC2CCCCCCC2)c1C,4%,-9%,?
O=C(Nc1cccc(Cl)c1)N1CCCC1,0%,-14%,16µM*
CC(C)(C)c1ccc(C(=O)N2CCN(CCNC(=O)C(=O)NCc3ccc(Cl)cc3)CC2)cc1,-2%,-2%,15µM*
CCCOc1ccc(C2=NNC(=O)CC2)cc1,-5%,-14%,-2%

SMILES,N370S GC,FEN1 inhibitor,DT40 TDP1 CPT
Nc1nc(NCC2CCCO2)nc(Nc2cccc(Cl)c2)c1[N+](=O)[O-] (configuration not stated),14%,5%,-28%
O=C(NNC(=S)Nc1cccc(C(F)(F)F)c1)c1ccc(Cl)cc1Cl,2%,-7%,?
CCOCCCNC(=O)Cn1cc2c(n1)CCCCC2,-2%,-2%,13%
COc1cc(/C=N\NC(=O)c2ccccc2F)ccc1Oc1ccc([N+](=O)[O-])cn1,-26%,-12%,4.6µM*
CCn1c(CCNS(=O)(=O)c2ccccc2Br)nnc1SC,-24%,-2%,7%
Cc1cc(NC(=O)C(C)SCC(=O)OCc2ccc([N+](=O)[O-])cc2)no1 (configuration not stated),1%,-12%,1%
Cc1ccc(S(=O)(=O)N(C)C)cc1NC(=O)COc1cccc(-n2cnnn2)c1,nt,-14%,-15%
CCOc1cc(C(=O)NC(C)c2ccncc2)cc(OCC)c1OCC (configuration not stated),2%,-12%,-19%

SMILES,N370S GC,FEN1 inhibitor,DT40 TDP1 CPT
CCOc1c2ccc(C(=O)NC3CCCc4ccccc43)cc2nn1CC (configuration not stated),6%,-6%,-23%
O=[N+]([O-])c1ccc(N2CCc3ccccc3C2)cc1,-3%,9%,?
CCOc1cc(C(=O)OCc2cccc(OC)c2OC)ccc1OCC(=O)N1CCOCC1,-7%,7%,-33%
CCN1CCN(Cc2ccc(NC(=O)c3ccc(C)c(NC(=O)c4ccc5n[nH]nc5c4)c3)cc2C(F)(F)F)CC1,-5%,12%,-1%
CC(=O)Nc1ccc(N2C(=O)c3cccc4c(O)ccc(c34)C2=O)cc1,-3%,?,8%
COc1ccccc1CNC(=O)CN1C(=O)c2ccc([N+](=O)[O-])cc2C1=O,-1%,12%,1%
CCOc1ccc(S(=O)(=O)n2cc(F)c(=O)[nH]c2=O)cc1,-14%,-1%,-10%
COc1ccccc1N1CCN(CC(=O)Nc2ccc(-n3cnnn3)cc2)CC1,-3%,1%,-6%

# Record cards, as listed above. Order of values: N370S GC, FEN1 inhibitor, DT40 TDP1 CPT
# `O=[N+]([O-])c1ccc(N2CCc3ccccc3C2)cc1` as listed: -3%, 9%, ?
# `CCOc1ccc(S(=O)(=O)n2cc(F)c(=O)[nH]c2=O)cc1` as listed: -14%, -1%, -10%
# `CCOc1cc(C(=O)OCc2cccc(OC)c2OC)ccc1OCC(=O)N1CCOCC1` as listed: -7%, 7%, -33%
# `CC(=O)Nc1ccc(N2C(=O)c3cccc4c(O)ccc(c34)C2=O)cc1` as listed: -3%, ?, 8%

# Other compounds follow.
SMILES,N370S GC,FEN1 inhibitor,DT40 TDP1 CPT
Cc1ccc(SCC(=O)Nc2nnc(-c3ccco3)o2)cc1,-2%,-3%,-6%
O=C(OCc1cc(=O)n2nc(-c3cccs3)sc2n1)c1ccccc1Br,nt,8%,-3%
CCCNC(=O)c1onc(CSc2ccc(Cl)cc2)c1C(=O)NCC1CC1,-7%,-3%,?
C=CCN(CC=C)S(=O)(=O)c1ccc(NC(=S)NC(=O)C2CC2)cc1,-1%,-11%,23µM*
Cc1n[nH]c(=S)c2nn(-c3ccccc3F)c(C)c12,11%,0%,-17%
COc1ccccc1-c1cc(NCc2ccccc2)ncn1,-4%,nt,6.5µM*
CCCn1ccc2c(OCC(=O)Nc3ccccc3OCC)cccc2c1=O,nt,1%,21µM*
c1cnc2[nH]ccc2c1,nt,19%,-1%

SMILES,N370S GC,FEN1 inhibitor,DT40 TDP1 CPT
CCCc1ccc(C(=O)CCC(=O)NNC(=O)c2ccncc2)cc1,-5%,2%,-7%
C(=N\c1ncnc2sccc12)/NOCc1ccccc1,6%,2%,23µM*
CN(C)c1ccc(/C=N\NC(=O)CC#N)cc1,-8%,-6%,-11%
O=C(CN1C(=O)COc2ccccc21)NCCCN1CCN(c2ccccc2F)CC1,-2%,16%,-17%
COc1ccc(S(=O)(=O)NCCSCc2ccco2)cc1Cl,14%,-7%,20%
CC(C(N)=O)N1c2cccc3cccc(c23)S1(=O)=O (configuration not stated),2%,2%,-3%
Cc1cccc(OCc2nnc(SCC(=O)N3c4ccccc4CCc4ccccc43)o2)c1,-3%,-3%,?
O=C(NCc1ccco1)c1cccc2c1C(=O)c1ccc(N3CCCC3)cc1S2(=O)=O,nt,?,?

SMILES,N370S GC,FEN1 inhibitor,DT40 TDP1 CPT
CCCN1CCc2c(sc(NC(=S)NC(=O)c3ccccc3)c2C#N)C1,4%,5%,21µM*
COc1ccccc1NS(=O)(=O)c1cccc(C(=O)NCC(c2ccco2)N2CCCCC2)c1 (configuration not stated),-7%,-3%,?
CCn1c(COC(=O)CNC(=O)c2ccccc2F)nc2cc(S(=O)(=O)N(C)C)ccc21,-1%,-1%,-13%
CCOc1ccccc1C(=O)Nc1cccc(-c2ccc(N3CCOCC3)nn2)c1,-6%,0%,?
CC1CCCCC1NC(=S)NC(=O)c1ccccc1Cl (configuration not stated),nt,-14%,?
Cc1nc2c(c(C)nn2-c2ccccc2)c(C)c1CCC(=O)Nc1ccccc1,nt,13%,-11%
CCCNC(=O)c1ccc(N2CCC3(CC2)CC(c2cccc(Br)c2)=NO3)c(NC(=O)c2cccc(OC)c2)c1,5%,-2%,?
O=C(COc1ccccc1)N1CCN(C(=O)c2cccs2)CC1,-7%,-3%,-15%

SMILES,N370S GC,FEN1 inhibitor,DT40 TDP1 CPT
CC1CCN(c2ccccc2NC(=O)c2ccc(N3CCOCC3)c([N+](=O)[O-])c2)CC1,-3%,-7%,1%
CC1=NOC(=O)/C1=C\c1ccc(-c2cccc(Cl)c2)o1,-14%,50µM*,5.8µM*
COc1ccc(-c2nc(CN3CCC(C(=O)N4CCOCC4)CC3)c(C)o2)c(OC)c1,-10%,-1%,10%
CCN1CCN(CC(=O)Nc2cccc(C)c2)C(=O)C1=O,nt,14%,8%
CC(=O)Nc1ccc(N2C(=O)c3ccc(S(=O)(=O)c4ccc(C(=O)O)cc4)cc3C2=O)cc1,-10%,3%,-5%
COc1ccc(-n2ncc3c2CC(C)(C)CC3NC(=O)c2oc(C)cc2C)cc1 (configuration not stated),-1%,23%,0%
O=C(CCCCC(=O)Sc1ccccc1)Sc1ccccc1,nt,-4%,?
Oc1c(Br)cc(Br)cc1C=Nc1ccc2[nH]ncc2c1,6%,-25%,-28%

SMILES,N370S GC,FEN1 inhibitor,DT40 TDP1 CPT
CC(C)(C)C1c2[nH]c3ccccc3c2CCN1CCCn1cccn1 (configuration not stated),-9%,-19%,?
COc1ccc(N2CCN(C(=O)c3c(-c4c(F)cccc4Cl)noc3C)CC2)cc1,2%,1%,-18%
O=C1CCCC2=C1C(c1ccc(Cl)cc1)N1C(=O)CCSC1=N2 (configuration not stated),2%,-10%,-17%
CCCOc1ccc(N2C(=O)CC(NCCNc3ccc([N+](=O)[O-])cn3)C2=O)cc1 (configuration not stated),-12%,1%,?
C=Cc1ccc(Cn2c(C)c(CNCc3cccc(Br)c3)c(C(=O)O)c2C)cc1,nt,-21%,5%
S=C(Nc1ccccc1Cl)N1CCN(c2ccccn2)CC1,-7%,6%,3%
COc1ccc(NCc2nnc(SCCN3CCCCC3)n2-c2ccc(C)cc2)cc1,-4%,6%,-4%
COc1cc(NC(=O)CCNC(=O)Cn2cnc3ccccc3c2=O)cc(OC)c1OC,11%,3%&-9%,-3%&-18%

SMILES,N370S GC,FEN1 inhibitor,DT40 TDP1 CPT
C=CCOc1ccc(/C=N/NC(C)=O)cc1OCC,-9%,-4%,24%
COc1cc(Nc2nc3ccc(Cl)cc3nc2-n2nc(C)cc2C)cc(OC)c1,nt,-13%,0%
Cc1ccc(-c2csc3ncnc(Oc4cccc5ccc(C)nc45)c23)cc1,7%,11%,?
O=c1[nH]c(Nc2ccc(F)cc2)cc2ccccc12,8%,3%,-26%
O=C(C[n+]1ccccc1)c1cccc([N+](=O)[O-])c1,nt,14%,-8%
O=C(Nc1ccc2c(c1)OCO2)c1ccc(COc2ccc3c(c2)CCC3)o1,23%,?,?

# Bioassay records: PubChem BioAssay, National Center for Advancing Translational Sciences (NCATS)

# The list is partial, so the mix of outcomes need not match the whole.
